# Source: PubChem
# ERp5 block = blocks human ERp5 reductase activity on insulin; Q15084; ERp5 insulin aggregation, absorbance 650 nm, 90 min; inhibition, % at 9.99 µM; actives 0.05% (n = 350,000);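 active = mean replicate inhibition above about 25%, with every replicate also reaching it, limit read from the data, passing the limit was not always enough; inconclusive = only one of those two criteria met; inactive = neither criterion met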
# SIRT5 inh = inhibitors of human sirtuin-5 desuccinylase; Q9NXA8; actives 1.1% (n = 330,000); inhibition, % at 15 µM; Purified SirT5, succinyl-peptide AMC, trypsin-coupled fluorescence; AID 652115; in the data active = inhibition above about 15%; inconclusive = no clear call, values can overlap the other calls
# Target sequence (Q9NXA8 whole entry, looked up): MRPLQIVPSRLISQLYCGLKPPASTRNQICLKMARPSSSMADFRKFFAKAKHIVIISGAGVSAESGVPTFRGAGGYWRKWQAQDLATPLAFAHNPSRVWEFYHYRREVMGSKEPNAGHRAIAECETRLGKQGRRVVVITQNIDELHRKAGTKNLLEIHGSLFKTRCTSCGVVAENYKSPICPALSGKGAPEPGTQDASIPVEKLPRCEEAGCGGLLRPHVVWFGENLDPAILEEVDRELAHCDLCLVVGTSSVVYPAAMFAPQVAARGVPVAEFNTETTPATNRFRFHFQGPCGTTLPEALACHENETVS
# PglD DTNB = blocks C. jejuni PglD acetyltransferase activity. purified PglD enzyme, DTNB colorimetric CoA detection. inhibition, % at 12.5 µM. actives 0.098% (n = 360,000). AID 602405; in the data active = inhibition above about 16%, passing the limit was not always enough; inconclusive = no clear call, values can overlap the other calls; note: strong numbers were not always called active
# DENV2 CPE = protects cells from dengue virus 2 cytopathic effect. DENV2-infected cells, cytopathic effect rescue, plate reader. CPE inhibition, % at 9.99 µM. actives 1.7% (n = 350,000). AID 651640; in the data active = CPE inhibition above about 20%, passing the limit was not always enough; inconclusive = no clear call, values can overlap the other calls; tested in BHK-21 cells;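 note: 0% = median of neutral control wells and 100% = median of positive control wells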
# E-selectin induc = induces E-selectin expression in human endothelial cells; AID 686992; activation, % at 7.58 µM; HUVEC E-selectin immunofluorescence imaging; normalized: neutral wells 0, TNF-alpha wells 100; actives 0.37% (n = 260,000); P16581;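 active = mean E-selectin-positive cell signal at least 10% of the positive control, reached in at least 60% of replicates, without over 20% cell loss; inconclusive = no rule given, readout overlaps actives, possibly toxicity-flagged; inactive = the rest, including those meeting only one limit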;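 note: in these data hits start at about 27%; measured in HUVEC primary endothelial cells; signal is the percent of cells scored E-selectin positive by PE staining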
# Target sequence (P16581 whole entry, looked up): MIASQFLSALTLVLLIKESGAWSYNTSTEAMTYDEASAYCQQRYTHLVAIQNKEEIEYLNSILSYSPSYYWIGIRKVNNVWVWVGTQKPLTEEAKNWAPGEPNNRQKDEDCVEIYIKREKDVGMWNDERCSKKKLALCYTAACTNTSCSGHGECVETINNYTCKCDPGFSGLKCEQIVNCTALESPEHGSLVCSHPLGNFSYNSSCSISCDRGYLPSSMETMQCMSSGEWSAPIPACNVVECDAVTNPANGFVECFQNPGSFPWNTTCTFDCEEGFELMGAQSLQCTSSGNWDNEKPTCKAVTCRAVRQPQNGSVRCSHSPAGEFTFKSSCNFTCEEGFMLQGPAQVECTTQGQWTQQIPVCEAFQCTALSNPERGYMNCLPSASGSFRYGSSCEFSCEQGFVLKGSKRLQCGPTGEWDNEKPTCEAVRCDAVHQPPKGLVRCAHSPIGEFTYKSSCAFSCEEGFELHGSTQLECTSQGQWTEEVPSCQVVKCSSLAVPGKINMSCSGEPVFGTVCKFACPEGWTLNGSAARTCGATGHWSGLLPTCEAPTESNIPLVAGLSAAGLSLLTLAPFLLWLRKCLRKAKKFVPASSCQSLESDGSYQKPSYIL
#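 assay system = HUVEC, human umbilical vein endothelial cells | input = 3,000 HUVEC seeded per well | medium = EGM-2 growth medium on 0.1% gelatin-coated wells | dosing = one compound dose added by pin transfer | signal = immunofluorescence imaging | read-out basis = % PE-positive cells | control set = TNF-alpha, DMSO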
# S100A4 MyoIIA = S100A4-myosin IIA interaction inhibition; P26447; S100A4/TAMRA-MyoIIA peptide fluorescence polarization; inhibition, % at 10.7 µM; actives 0.14% (n = 360,000);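 active = mean inhibition of at least 70% across replicates, with every replicate also reaching that level; inconclusive = mean inhibition reaches 70% but some replicates fall short; inactive = mean inhibition below 70%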
# Target sequence (P26447 whole entry, looked up): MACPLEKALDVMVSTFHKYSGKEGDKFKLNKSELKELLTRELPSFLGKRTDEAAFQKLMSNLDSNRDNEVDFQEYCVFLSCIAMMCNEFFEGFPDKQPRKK
#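 incubation = readout 5 min after mixing, signal stable up to 60 min | system = S100A4 monomer protein | buffer or medium = HEPES pH 7.2 with CaCl2, KCl, NaCl, DTT, Triton | benchmarks = neutral control DMSO, positive control TFP | also added = fluorescent myosin IIA peptide, 5 nM | compound dosing = one concentration per compound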
# C2C12 statin = suppression of simvastatin myotoxicity; C2C12 myotubes + simvastatin, ATP luminescence, 48 h; scaled: DMSO 0, geranylgeraniol control 100; rescue of ATP level, % at 7.49 µM; actives 0.78% (n = 330,000); AID 602340;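 active = mean ATP rescue above about 67%, or every replicate alone reaching that limit, limit read from the data, passing the limit was not always enough; inconclusive = no clear call, values can overlap the other calls; inactive = mean under the limit and some replicate under it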;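 note: myotubes were challenged with 10 µM simvastatin during compound exposure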
# * hit, by the source's call; u = inconclusive; x = no result given; & = joins results of further samples.
# Start of the listing, in advance, two compounds:
# Order of results: SIRT5 inh	ERp5 block	S100A4 MyoIIA	PglD DTNB	DENV2 CPE	E-selectin induc	C2C12 statin
- CCCC(=O)Nc1ccc2c(c1)OC[C@H](C)N(Cc1cccc(F)c1)C[C@H](C)[C@@H](OC)CN(C)C2=O
→ 0.8	x	-17.1	x	-1.6	-0.2	x
- COc1cc2cc(C(=O)NCCc3c[nH]c4ccccc34)c(N)nc2cc1OC
→ -3.0	-1.3	-11.6	x	-6.6	-0.2	x

# Results, from the first entry:
# Order of results: SIRT5 inh	ERp5 block	S100A4 MyoIIA	PglD DTNB	DENV2 CPE	E-selectin induc	C2C12 statin
- CCCC(=O)Nc1ccc2c(c1)OC[C@H](C)N(Cc1cccc(F)c1)C[C@H](C)[C@@H](OC)CN(C)C2=O
→ 0.8	x	-17.1	x	-1.6	-0.2	x
- COc1cc2cc(C(=O)NCCc3c[nH]c4ccccc34)c(N)nc2cc1OC
→ -3.0	-1.3	-11.6	x	-6.6	-0.2	x
- O=C(C[C@@H]1CC[C@@H](NC(=O)NC2CCCCC2)[C@@H](CO)O1)NCc1ccc(Cl)cc1
→ -0.3	3.7	0.5	1.1	u	-0.4	1.5
- COc1cc(CCC(=O)N2CCN(c3ccccc3Cl)CC2)cc(OC)c1OC
→ -0.5	-0.3	2.6	-6.1	-0.7	0.2	26.5
- COC(=O)c1ccccc1NC(=O)CNCCc1ccc(OC)c(OC)c1
→ 2.7	2.3	0.7	-1.7	4.1	x	39.9
- CCOc1ccccc1NC(=S)Nc1ncccc1C
→ 2.2	0.5	10.2	6.6	-11.2	0.4	-25.9
- COc1ccc(OCc2cc(C(=O)N3CCCCCCC3)no2)c(Cl)c1
→ -9.3	2.5	-1.5	-3.7	-2.2	0.0	x
- Cn1ncc(Br)c1C(=O)N/N=C/c1cccc(OC2CSC2)c1
→ -14.4	-1.2	-0.3	x	2.0	x	1.4
- CCOC(=O)c1cnc2c(cnn2C)c1NCCCn1ccnc1
→ 0.0	-2.7	-6.1	-3.8	-0.2	0.7	-1.0
- Cc1cc(-c2ccccc2)n2ncnc2n1
→ 2.4	-1.9	-1.5	-4.1	-5.5	x	-9.4
- CCOC(=O)c1ccc(NC(=O)CN2C(=O)C(CC)SC(CC)C2=O)cc1 (stereo not given)
→ x	5.1	-5.4	x	-1.0	x	x
- c1ccc(-c2cncnc2)nc1
→ x	-3.1	3.0	4.8	17.9	0.1	-12.4
- COc1ccc(OC)c(NC(=O)c2ccc3c(c2)C(=O)N(CC2CCCO2)C3=O)c1 (stereo not given)
→ -3.4	-1.0	-4.2	5.6	-2.1	x	-1.2
- C/C=C/c1ccc([C@H]2[C@@H](CO)N(CCC)[C@H]2CNC(=O)CN2CCOCC2)cc1
→ 2.6	-0.4	4.6	x	u	-0.1	x
- O=C(Cc1cccnc1)N1CC[C@H]2[C@H](CO)Nc3ccc(C#Cc4cccc(F)c4)cc3[C@H]21
→ 0.9	3.2	39.3	x	62.5*	0.5	x
- CC(=O)Nc1ccc(S(=O)(=O)N2CCN(C(=O)C(=O)c3cccc(C(F)(F)F)c3)CC2)cc1
→ x	-0.2	1.3	x	5.1	0.2	x
- CCOC(=O)Cc1csc(/N=C/c2c(O)n(-c3ccc(C)cc3C)c(=O)c3ccccc23)n1
→ 1.7	-4.3	3.8	-6.9	-10.2	x	x
- CCCCCCC1/C(=N\NC(=O)c2ccccc2)CCC1C(=O)OC (stereo not given)
→ -3.1	3.6	1.9	6.0	-3.3	0.1	3.4
- CCOc1ccc(-c2c(C(=O)N/N=C/c3ccc(C)o3)nnn2-c2nonc2N)cc1
→ -2.0	0.2	-1.6	-2.6	-6.3	0.0	0.5
- CCc1c(-c2ccc(F)cc2)ncn1Cc1cccc(-c2ccccc2)c1
→ -2.3	-7.7	-2.8	x	-13.0	1.3	x
- COc1cccc(C(=O)NCCS(=O)(=O)N2CCCCCC2)c1
→ 1.7	-5.4	1.9	-2.1	14.9	0.2	-7.3
- Cc1ccc(CNC(=O)C(=O)NCC2OCCN2S(=O)(=O)c2cccs2)cc1 (stereo not given)
→ -0.6	-0.2	1.4	3.9	6.0	-0.6	3.6
- CN1C(=O)Nc2cccc3cccc1c23
→ -1.9	-1.6	-1.6	-3.4	4.6	-0.2	11.3
- Cc1ccc(S(=O)(=O)CCC(=O)NCCc2ccc(Cl)cc2)cc1
→ -0.8	3.3	-1.0	2.2	3.1	x	-0.6
- COC(=O)Cc1nnn2c1[C@H](C)[C@@H](OC)c1ccccc1-2
→ x	-2.0	-6.7	x	-0.2	0.1	x
- Cc1ccc(S(=O)(=O)N(C)C[C@@H]2Oc3cc(C#Cc4ccccc4)ccc3S(=O)(=O)N([C@H](C)CO)C[C@@H]2C)cc1
→ 4.3	1.6	0.3	-1.7	-11.4	-0.7	20.5
- O=C(NCC[C@@H]1CC[C@@H](NC(=O)C2CCCCC2)[C@H](CO)O1)c1ccc(F)cc1
→ 1.2	0.5	-2.4	0.3	x	-0.6	-0.5
- CCN1CCN(C(c2cccs2)C(C)NC(=O)c2ccccc2F)CC1 (stereo not given)
→ -5.1	4.4	3.9	1.7	1.3	x	16.5
- COC(=O)C1(Cc2cc(-c3cccc(Br)c3)no2)CCN(C(=O)OC(C)(C)C)CC1
→ -3.6	-0.7	-13.3	1.1	x	0.1	-13.3
- COc1ccc(C)cc1NC(=O)c1nnn(Cc2cc(C)ccc2C)c1N
→ x	-4.0	-4.3	-2.9	8.7	0.2	15.1
- Cc1ccc(-n2c(C3CC3c3ccc(Cl)cc3)n[nH]c2=S)cc1 (stereo not given)
→ -1.2	-5.6	2.8	1.4	x	x	60.4
- O=C(COC(=O)CCN1C(=O)C2CC=CCC2C1=O)NCCc1ccccc1 (stereo not given)
→ -3.4	-1.9	-3.1	-3.8	6.3	0.0	x
- COc1ccc(NC(=O)N2CCCCN3[C@@H](CO)[C@H](c4ccc(C5=CCCCC5)cc4)[C@@H]3C2)cc1
→ 4.1	-1.1	4.5	3.5	-23.3	-0.3	-57.7
- Cn1c(CNC(=O)CNC(=O)c2ccccc2F)cc(=O)n(C)c1=O
→ -1.1	-0.9	-3.8	-3.5	-0.8	x	9.6
- COc1cc(CNC(C)c2ccccc2)cc(Br)c1OCc1ccc(F)cc1 (stereo not given)
→ 0.3	3.0	-3.2	4.1	-10.5	0.3	-12.0
- COCCCNC(=O)c1cc2cc(Br)ccc2oc1=O
→ -0.9	19.1	2.1	x	x	0.0	x
- CC1CCN(S(=O)(=O)c2ccc3c(c2)C(Cl)(Cl)C(=O)N3)CC1
→ 5.0	-0.4	-2.1	x	-1.4	-0.1	7.3
- COc1c(F)c(F)c(C(=O)O)c(Nc2cccc(C)c2)c1F
→ x	7.8	-3.0	x	-2.3	x	x
- C=CCOc1ccc(C(=O)Nc2ccc3c(c2)n(C)c(=O)n3C)cc1
→ -2.3	-6.7	-1.8	-4.9	2.9	x	-17.6
- Cc1nonc1CN(C)C(=O)c1ccc(OC2CCN(C(=O)c3cccnc3)CC2)cc1
→ -0.2	3.1	-2.1	3.0	-3.9	0.1	x
- O=C(NC1Cc2ccccc2C1)[C@H]1[C@H](CO)[C@H]2Cn3c(ccc(C4=CCCCC4)c3=O)[C@@H]1N2
→ -1.4	-5.5	x	-1.6	-3.0	0.1	12.4
- CN(Cc1ccccc1)C(=O)C1CCN(S(=O)(=O)c2ccc3nc4c(c(C(=O)O)c3c2)CCCC4)CC1
→ 11.5	-1.7	-2.1	-2.6	-4.5	1.5	0.9
- COc1ccc(NC(=O)C2CCCN(C(=O)Nc3ccc(F)cc3)C2)cc1OC (stereo not given)
→ 0.9	-0.9	0.9	-2.0	-0.3	0.2	8.1
- COCCN(C(=S)Nc1cccc(OC)c1)C(C)c1cccs1 (stereo not given)
→ 5.8	-2.0	-0.5	x	-8.5	x	x
- O=C1OC(c2ccc(F)cc2)=N/C1=C\c1ccc(Br)o1
→ 4.8	-0.6	6.9	x	-1.5	-0.1	x
- CCCCC(=O)N1CC(=O)Nc2ccc(F)cc2C1c1ccccc1 (stereo not given)
→ -3.1	1.8	0.6	-5.9	3.8	x	-0.7
- COc1ccc(CNC2CCCCC2C)c(OC)c1 (stereo not given)
→ -14.3	-1.8	6.2	x	-3.1	x	-65.8
- COc1ccc(CCNC(=O)COc2cccc3c2OC(C)(C)C3)cc1OC
→ -4.8	-3.3	1.8	-4.8	-7.3	-0.1	14.3
- CC(C)NC(=O)N(C)C[C@H]1OCCCC[C@H](C)Oc2ccc(NS(=O)(=O)c3ccc(Cl)cc3)cc2C(=O)N([C@@H](C)CO)C[C@H]1C
→ -6.2	-4.9	-48.7	-0.7	-5.4	0.0	x
- c1ccc2oc(-c3csc(N4CCOCC4)n3)cc2c1
→ -9.0	0.8	-8.1	-2.0	-3.6	-0.1	-3.8
- CN1CCN(C(=O)C[C@H]2CC[C@@H]3[C@H](COc4ccc(NC(=O)c5ccc(F)c(F)c5)cc4C(=O)N3C)O2)CC1
→ -3.3	-61.3	-3.9	-0.2	9.5	0.0	16.2
- COC(=O)C[C@H]1CC[C@@H]2[C@@H](COc3ccc(NC(=O)Nc4cccc(C)c4)cc3C(=O)N2C)O1
→ 2.6	-3.8	-23.8	2.5	5.8	0.2	6.0
- CC(C)NC(=O)N1[C@@H]2CNC[C@H]1C2c1ccc(-c2ccccc2)cc1 (stereo not given in full)
→ -2.4&-5.8	8.4&12.6	-9.1&-5.0	x	-8.7&0.5	-0.1&0.0	x
- O=C(Nc1cccc(Cl)c1)c1cnc[nH]1
→ -2.7	1.2	-2.5	10.0	5.5	x	-4.8
- CC(C)CCn1c(=O)c2ccccc2n2c(CCC(=O)NC3CCN(Cc4ccccc4)CC3)nnc12
→ 2.0	x	-2.5	2.2	-7.0	0.3	-19.6
- Cc1ccc(C)c(NC(=S)N2CCC(NC(=O)c3ccco3)CC2)c1
→ 0.6	3.2	-4.1	-3.1	4.7	0.5	7.9
- COc1ccc(/C=N\NC(=O)CNC(=O)C2COc3ccccc3O2)cc1[N+](=O)[O-] (stereo not given)
→ -0.6	4.6	0.2	-6.4	0.5	x	1.6
- COc1ccc(OC)c(C2=CC(=O)C[C@H](c3ccc4c(c3)OCO4)C2)c1
→ x	3.8	-2.7	-3.0	-2.4	1.4	0.0
- CCCCC[C@H](C)N1C[C@H](COCc2ccccc2)Oc2cc(N3CCC[C@H]3C(N)=O)ccc2S1(=O)=O
→ -2.4	-2.5	-16.5	x	5.1	1.6	x
- CCC(=O)N(C)C[C@@H]1Oc2cc(-c3ccc(OC)cc3)ccc2S(=O)(=O)N([C@H](C)CO)C[C@H]1C
→ 3.8	-2.5	3.5	1.8	-11.4	-0.5	1.6
- Cc1c(CC(=O)O)c(=O)oc2cc3oc4c(c3cc12)CCCC4
→ -1.0	-3.1	-0.5	x	-4.8	2.5	-2.5
- CC1=CCC2COC(c3ccc[n+](Cc4ccccc4)c3)C1C2 (stereo not given)
→ -3.5	-9.5	11.1	-5.9	-5.7	-2.0	x

# No new results follow: 3 of the compounds above.
# Order of results: SIRT5 inh	ERp5 block	S100A4 MyoIIA	PglD DTNB	DENV2 CPE	E-selectin induc	C2C12 statin
- Cc1ccc(C)c(NC(=S)N2CCC(NC(=O)c3ccco3)CC2)c1
→ 0.6	3.2	-4.1	-3.1	4.7	0.5	7.9
- COc1ccc(/C=N\NC(=O)CNC(=O)C2COc3ccccc3O2)cc1[N+](=O)[O-] (stereo not given)
→ -0.6	4.6	0.2	-6.4	0.5	x	1.6
- COc1ccc(OC)c(C2=CC(=O)C[C@H](c3ccc4c(c3)OCO4)C2)c1
→ x	3.8	-2.7	-3.0	-2.4	1.4	0.0

# A portion of the library, so the mix of outcomes need not match the whole.
